# Screening results (PubChem BioAssay)
# Pin1 inh: inhibitors of human Pin1. Q13526. Pin1 FP peptide displacement, HiFluor488, 10 min. Potency, µM (doses to about 115 µM), inactives show at the top dose activity, negative = inhibition, usual class: inhibitors. 390,000 tested, 0.009% active. AID 504891; active = well fitted inhibition curve with a large enough effect in the polarisation, with a control signal flat, not every such curve was filed as active; inconclusive = small, poorly fitted or top-dose-only effect, or effect the other way, or a change in a side signal; inactive = no such curve, though single readings can be large or run the other way; the % refers to the polarisation; note: potency is the fitted concentration of half-maximal effect; % is set by controls: 0 for no effect and ±100 for the full control effect
# Target sequence (Q13526 whole entry, looked up): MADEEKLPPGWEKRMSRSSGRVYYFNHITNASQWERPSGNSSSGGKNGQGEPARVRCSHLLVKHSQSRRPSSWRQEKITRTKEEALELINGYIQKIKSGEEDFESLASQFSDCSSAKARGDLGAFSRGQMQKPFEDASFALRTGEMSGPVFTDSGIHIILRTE
# Tb PGK inh: blocks T. brucei phosphoglycerate kinase. PGK/GAPDH coupled, Kinase-Glo luminescence, 60 min. 380,000 tested, 0.043% active. Potency, µM (top dose mostly 57.5 µM), inactives show at the highest dose activity change, negative = inhibition, usual class: inhibitors. AID 602233. P07378; note: potency is the fitted concentration of half-maximal effect; % is set by controls: 0 for no effect and ±100 for the full control effect; nearly all actives have a fitted effect of over 60% in size
# Target sequence (P07378 whole entry, looked up): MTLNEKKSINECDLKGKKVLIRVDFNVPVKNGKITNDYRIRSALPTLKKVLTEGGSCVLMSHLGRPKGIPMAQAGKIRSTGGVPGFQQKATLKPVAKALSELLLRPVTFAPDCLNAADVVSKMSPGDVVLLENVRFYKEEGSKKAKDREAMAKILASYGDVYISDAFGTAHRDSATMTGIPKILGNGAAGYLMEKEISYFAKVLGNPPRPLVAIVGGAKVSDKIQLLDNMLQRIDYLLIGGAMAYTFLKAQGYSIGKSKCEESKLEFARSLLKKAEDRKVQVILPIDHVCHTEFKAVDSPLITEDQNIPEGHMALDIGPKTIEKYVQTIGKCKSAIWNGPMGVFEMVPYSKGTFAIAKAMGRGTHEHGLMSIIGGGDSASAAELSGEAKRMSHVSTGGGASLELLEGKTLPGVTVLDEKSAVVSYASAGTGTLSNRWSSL
#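 Recombinant glycosomal PGK reaction used 1,3-bisphosphoglycerate generated in-well by GAPDH (100nM final) in 100mM TEA pH 7.6, 5mM MgCl2, 0.01% Tween-20. After 60 minutes at room temperature, ATP was read by Kinase-Glo Plus luminescence end-point.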
# ERG-DNA inh: inhibitors of human ERG Ets domain-DNA interaction. P11308. Potency, µM (doses to about 76.9 µM), for the others: at the top dose FP activity, negative = inhibition, most hits filed as inhibitors. 370,000 tested, 0.028% active. fluorescence polarization, His-ERG Ets domain / labelled DNA; active = well fitted inhibition curve with a large enough effect in the polarisation, with a control signal flat; inconclusive = small, poorly fitted or top-dose-only effect, or effect the other way, or a change in a side signal; inactive = no such curve, though single readings can be large or run the other way; the % refers to the polarisation;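 note: polarization taken with two DNA probes labelled with fluorescein and Texas red; potency is the fitted concentration of half-maximal effect; % of control where 0% means no effect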
#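 His-tagged ERG Ets domain (1 uM in the protein solution; 300mM KCl, 50mM Tris-HCl, 1mM EDTA, 1mM DTT, pH 7.5) received compound, then a probe mix of 5 nM fluorescein-DNA and 100nM Texas-615-DNA. Fluorescence polarization was read for both dyes.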
# PI4K2A inh: blocks human PI4K2A kinase activity; purified PI4K2A, ADP-Glo luminescence, 1 h; active compounds read low; Q9BTU6; 420,000 tested, 0.13% active; activity change, negative = inhibition, % at 76.9 µM; in the data active = activity change below about -50%; inconclusive = mostly about -30% to -49%;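 note: -100% = wells without enzyme as full effect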
#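 PI4K2A activity was measured by ADP-Glo luminescence: enzyme (4 ug/mL stock) and phosphatidylinositol (1.2 mM stock) in Tris pH 7.5/MgCl2/EGTA/Triton X-100 buffer were reacted with ATP (300 microM stock) for one hour at ambient temperature.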
# BAZ2B inh: inhibitors of human BAZ2B bromodomain; AID 504333; 360,000 tested, 4.4% active; Potency, µM (titrated, usually from 114 µM), without a hit: at the highest dose activity change, negative = inhibition, hits mostly inhibitors; AlphaScreen BAZ2B-H3K14Ac peptide displacement; note: potency is the fitted concentration of half-maximal effect; % is set by controls: 0 for no effect and ±100 for the full control effect; nearly all actives have a fitted effect of over 60% in size
#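 BAZ2B 50 nM plus b-H3(5-23)K14Ac 50 nM, PBS pH 7.4/0.01% Tween-20, 30 min RT; compound added (max 110 uM), 30 min RT; streptavidin donor/Ni-chelate acceptor beads 10 ug/mL final, 20 min dark; AlphaScreen read.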
# HP1b chromo inh: blocks HP1-beta chromodomain binding to methylated histone tails; P83916; AlphaScreen HP1-beta / biotin-H3K9me3 peptide binding; Potency, µM (series often up to 114 µM), for inactives: at the highest dose activity change, negative = inhibition, most hits filed as inhibitors; 390,000 tested, 0.56% active; AID 540317; note: potency is the fitted concentration of half-maximal effect; nearly all actives have a fitted effect of over 70% in size; inactives centre near 23
# Target sequence (P83916 whole entry, looked up): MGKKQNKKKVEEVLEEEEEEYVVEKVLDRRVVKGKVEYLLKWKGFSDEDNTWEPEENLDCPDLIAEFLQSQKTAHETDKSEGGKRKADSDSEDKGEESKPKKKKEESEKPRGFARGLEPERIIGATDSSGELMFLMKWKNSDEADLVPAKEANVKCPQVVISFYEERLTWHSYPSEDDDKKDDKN
#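 Compound inhibition of the preformed complex between 50 nM HP1-beta and 50 nM biotinylated H3K9me3 peptide was read by AlphaScreen. Buffer was PBS pH 7.4 with 0.01% Tween-20. Incubations ran 30 min at room temperature, with 10 ug/mL donor/acceptor beads.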
# JMJD2A Tudor inh: JMJD2A Tudor domain (human) inhibition; AID 504339; O75164; 390,000 tested, 4.4% active; Potency, µM (titrated, usually from 114 µM), for the others: at the highest dose activity change, negative = inhibition, most hits filed as inhibitors; AlphaScreen JMJD2A-Tudor / H3K4me3 peptide binding; note: potency is the fitted concentration of half-maximal effect; % is set by controls: 0 for no effect and ±100 for the full control effect; nearly all actives have a fitted effect of over 50% in size
# GLS inh: blocks human kidney-isoform glutaminase activity; O94925; GLS enzymatic activity, qHTS titration; Potency, µM (series often up to 45.5 µM), without a hit: at the highest dose activity change, negative = inhibition, actives largely listed as inhibitors; 410,000 tested, 0.21% active; note: potency is the fitted concentration of half-maximal effect; % is set by controls: 0 for no effect and ±100 for the full control effect
#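 Coupled fluorescence readout: glutamate oxidase/HRP/Amplex Red detect glutamate formed by hKGA from L-glutamine (1 mM solution added). Buffer 45 mM KH2PO4 pH 8.2, 0.02% Tween-20; reads at t0 and 30 min RT.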
# G9a block: G9a (human) methyltransferase inhibition; Q96KQ7; G9a H3K9 monomethylation, AlphaScreen, 2 h; Potency, µM (doses to about 102 µM), inactives show top-dose activity, negative = inhibition, usual class: inhibitors; 350,000 tested, 8.8% active; AID 504332; note: potency is the fitted concentration of half-maximal effect; % is set by controls: 0 for no effect and ±100 for the full control effect; nearly all actives have a fitted effect of over 75% in size
#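 Quantitative HTS format: methyltransferase activity on a biotin-tagged H3K9 peptide is measured by AlphaScreen, using a rabbit anti-monomethyl-H3K9 antibody with streptavidin donor and anti-IgG acceptor beads. Final levels are 20 nM enzyme, 500 nM peptide, 20 uM SAM; 2 h RT.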
# * hit, by the source's call; i = inactive; ? = inconclusive; nt = no result given; & = joins results of further samples; [ ] = remark or other dose. Unless noted, calls come from the whole dose curve; as a rule, active = well fitted curve in the direction sought with a large enough effect; inconclusive = small, poorly fitted or top-dose-only effect, or another doubt; inactive = no such curve, though single readings can be large; an effect the other way counts as inactive or inconclusive.
HP1b chromo inh	Tb PGK inh	G9a block	JMJD2A Tudor inh	PI4K2A inh	GLS inh	BAZ2B inh	Pin1 inh	ERG-DNA inh	Compound
63%[activator]	-4%	15%	-28%	4	-18%	-21%	-5%	0%	CCOc1ccc(CNC(=O)CCS(=O)(=O)c2ccc3c(c2)NC(=O)CO3)cc1OC
?	-3%	1.3µM*	?	-7	2%	45µM*	-8%	-3%	CN(C)c1ccc(NC(=O)CCCc2ccccc2)cc1
34%	7%	-33%	-1%	0	21%	-5%	1%	-2%	COCCCNc1nc2ccccc2nc1NS(=O)(=O)c1cccs1
22%	-2%	nt	-11%	-1	-2%	-13%	-4%	-6%	Cc1noc(C)c1CCC(=O)N1CCCC(CO)(Cc2ccccc2)C1 (stereo unspecified)
20%	-1%	-11%	-17%	2	0%	0%	2%	10%	NC(=O)C1CCN(S(=O)(=O)c2ccccc2[N+](=O)[O-])CC1
17%	-2%[11.5 µM]	?	-10%	1	3%	12%[57.1 µM]	7%	nt	C#CCSc1nncn1C(=O)/C=C/c1ccccc1
64%[activator]	-3%	nt	-7%	-1	-4%	nt	-7%	-11%	COCCN1C(=O)N[C@@H](c2cccc(C(F)(F)F)c2)[C@H](C(=O)OC)[C@H]1C
1%	-7%	35µM*	?	?	12%	?	-23%	-14%	CN1C(=O)CC(Nc2cccc3cccc(N)c23)C1=O (stereo unspecified)
24%	-1%	4%[59 µM]	-6%	4	0%	-4%	2%	6%	Cc1nc(N)nc2c1CCCC2
18%	i	5%	-17%	2	0%	-9%	1%	-1%	COc1ccc(C)cc1C(=O)CCC(=O)NCCc1ccc(S(N)(=O)=O)cc1
70%[activator]	0%	30%[59 µM]	20%	2	-6%	8%	-6%	0%	COc1ccc(C(=O)Nc2c(C(=O)c3ccccc3)oc3ccccc23)cc1
38%	-6%	nt	-3%	2	-6%	nt	7%	10%	CC(=O)c1ccc(NC(=O)CSc2nc3ccccc3c(=O)n2CCCN2CCOCC2)cc1
81%&128%[activator]	-8%	71%[activator]	39%&65%[activator]	1&0	2%&-1%	49%&85%[activator]	?	9%&0%	C=Cc1ccc(Cn2nc(-c3ccc(C)cc3)ccc2=O)cc1
12%	7%	-6%[2.33 µM]	-4%	-2	12%	8%	-3%	3%	CN(C(=O)c1cccnc1)c1nnc(-c2cnccn2)s1
10%	-4%	6%[59 µM]	-7%	0	2%	0%	0%	0%	CNC(=O)C1CCN(c2nc3ccccc3nc2C(F)(F)F)CC1
34%	-3%	?	-17%	0	6%	79µM*	3%	-4%	COc1ccc(-c2cc(C(C)=O)c(C)n2CCC(=O)NCc2ccc(F)cc2)cc1
-12%	-2%	nt	?	32	-1%	nt	0%	-9%	O=c1[nH]c(Sc2ccc([N+](=O)[O-])cc2[N+](=O)[O-])nc2ccccc12
27%	i	-1%	-9%	2	0%	3%	21%	3%	Cc1ccccc1NC(=O)Cc1nc(CSc2nnc(-c3ccc4c(c3)OCO4)o2)cs1
35%	5%	?	-11%	-2	1%	-2%	3%	5%	Cc1oc(-c2ccccc2)nc1CSc1nc2c(c(=O)[nH]1)CCC2
53%[activator]	i	4%[59 µM]	-4%	1	-10%	-1%	12%	13%	CCN(CC)S(=O)(=O)c1cc(NC(=O)CSc2nc3c(cc2C#N)C(=O)CC(C)(C)C3)ccc1C
22%	-9%	15%	-8%	2	3%	63%[activator]	-12%	3%	Nc1cc(-c2ccc(Cl)cc2)nn1S(=O)(=O)c1ccccc1
14%	-5%	23%[59 µM]	-10%	6	4%	0%	?	-2%	O=C(CCCN1C(=O)/C(=C\c2cccs2)SC1=S)Nc1cccnc1
30%	-1%	10%[59 µM]	-20%	-2	-4%	8%	?	-5%	COc1cc2nc(CSc3nc(-c4ccc(F)cc4)cs3)[nH]c(=O)c2cc1OC
24%	-5%	nt	-12%	1	-3%	nt	-2%	3%	O=C(Cc1ccc(Br)cc1)OCC(=O)N1CCOCC1
39%[activator]	-5%	?	-12%	-3	0%	?	-4%	1%	COCCn1c(CN(Cc2ccccc2)Cc2ccccc2)nc2c1c(=O)n(C)c(=O)n2C
-4%	i	7%	-9%	1	-8%	0%	?	10%	COc1ccc(/C=C2\SC(=S)N(CCC(=O)NC3CCCC3)C2=O)cc1OC
19%	-3%	0%[59 µM]	-11%	0	-15%	-3%	?	0%	Cc1ccc(-n2ncc3c(NCC(C)C)ncnc32)c(C)c1
7%	-6%	?	-27%	1	0%	-3%	14%	1%	COc1ccc(N2CCN(C(=O)c3ccc(Cn4c(=S)[nH]c5ccc(N6CCOCC6)cc5c4=O)cc3)CC2)cc1
18%	-6%	0%[0.0925 µM]	-6%	5	6%	-2%	-5%	-7%	CCn1cc(CNC(=O)C2CCC(=O)N(Cc3ccc(Cl)cc3)C2)cn1 (stereo unspecified)
41%[activator]	-7%	-31%	-15%	-1	-1%	-14%	0%	11%	O=c1c2ccccc2nnn1CSc1nc2ccccc2c(=O)n1CCCO

# A draw from above in order of count of non-hydrogen atoms, high to low.
HP1b chromo inh	Tb PGK inh	G9a block	JMJD2A Tudor inh	PI4K2A inh	GLS inh	BAZ2B inh	Pin1 inh	ERG-DNA inh	Compound
38%	-6%	nt	-3%	2	-6%	nt	7%	10%	CC(=O)c1ccc(NC(=O)CSc2nc3ccccc3c(=O)n2CCCN2CCOCC2)cc1
18%	i	5%	-17%	2	0%	-9%	1%	-1%	COc1ccc(C)cc1C(=O)CCC(=O)NCCc1ccc(S(N)(=O)=O)cc1
64%[activator]	-3%	nt	-7%	-1	-4%	nt	-7%	-11%	COCCN1C(=O)N[C@@H](c2cccc(C(F)(F)F)c2)[C@H](C(=O)OC)[C@H]1C

# Returning to the listing, starting 3 compounds before the break.
HP1b chromo inh	Tb PGK inh	G9a block	JMJD2A Tudor inh	PI4K2A inh	GLS inh	BAZ2B inh	Pin1 inh	ERG-DNA inh	Compound
7%	-6%	?	-27%	1	0%	-3%	14%	1%	COc1ccc(N2CCN(C(=O)c3ccc(Cn4c(=S)[nH]c5ccc(N6CCOCC6)cc5c4=O)cc3)CC2)cc1
18%	-6%	0%[0.0925 µM]	-6%	5	6%	-2%	-5%	-7%	CCn1cc(CNC(=O)C2CCC(=O)N(Cc3ccc(Cl)cc3)C2)cn1 (stereo unspecified)
41%[activator]	-7%	-31%	-15%	-1	-1%	-14%	0%	11%	O=c1c2ccccc2nnn1CSc1nc2ccccc2c(=O)n1CCCO
57%[activator]	nt	1%[59 µM]	-9%	-2	0%	5%	15%	10%	COc1ccc(/C=N/NC(=O)COc2ccc(Cl)cc2Cl)cc1Cn1nc(C)cc1C
10%	2%	-5%[59 µM]	-27%	0	13%	-24%	-8%	4%	CCN(CC)C(=O)CSc1nc(N)c(C(=O)Nc2ccc(OC)cc2)s1
4%	6%	-43%	?	-10	3%	6%	6%	6%	CCN1C(=O)C(=O)N(CC(=O)N(C)CC(=O)Nc2ccccc2Cl)C1=O
4%	2%	-5%[59 µM]	-13%	0	-18%	4%	-1%	-3%	CCCn1c(CCNC(=O)c2ccco2)nc2ccccc21
37%	6%	0%	-13%	0	6%	-10%	-4%	-2%	COc1cccc(NC(=O)CC2SC(=Nc3ccccc3)NC2=O)c1 (stereo unspecified)
24%	-7%	7%[12.7 µM]	-9%	1	-15%	-13%	-3%	1%	O=C(CC(c1ccccc1)c1ccccc1)Nc1ccncc1
12%	-8%	-17%	-19%	-3	-12%	65%[activator]	0%	-2%	CCC(C)[C@H](NC(=O)NC1CC1)C(=O)O (stereo partly specified)
28%	nt	15%[59 µM]	-9%	0	-6%	-4%	-7%	nt	O=C1NC(=O)c2cc(NC(=O)C3CCCCC3)ccc21
25%	-6%	nt	-11%	2	-8%	nt	10%	-1%	Cc1ccc(NC(=O)CNC(=O)c2ccc(OC(F)F)cc2)cc1S(=O)(=O)N1CCCCCC1
nt	nt	13%[12.7 µM]	-16%	nt	nt	-3%	1%	nt	COc1ccc(S(=O)(=O)N2CCN(S(=O)(=O)c3ccc(OC)cc3)CC2)cc1
23%	4%	nt	-20%	1	12%	-2%	-1%	-13%	CCOc1ccc(CN2CCN(Cc3cc4ccccc4o3)CC2CCO)cc1 (stereo unspecified)
-15%	-3%	5%[0.501 µM]	?	3	26%	-36%	0%	-1%	CCc1cccc(OCC(=O)Nc2ccccc2N2CCCC2)c1
6%	-4%	21%[59 µM]	-19%	-3	6%	?	7%	3%	Cc1cc(C)n(-c2ccc(C(=O)OCC(=O)Nc3ccc(Cl)cc3[N+](=O)[O-])cc2)n1
